G9a inh: qHTS Assay for Inhibitors of Histone Lysine Methyltransferase G9a | actives 8.8% (n = 350,000) | Potency, µM (series often up to 102 µM), inactives show top-dose activity, negative = inhibition, actives largely listed as inhibitors | AID 504332, 2011 | G9a H3K9 monomethylation, AlphaScreen, 2 h | Histone-lysine N-methyltransferase EHMT2 (Homo sapiens), Q96KQ7; note: % is set by controls: 0 for no effect and ±100 for the full control effect; nearly all actives have a fitted effect of over 75% in size
Target sequence (Q96KQ7 913-1193 limits assumed): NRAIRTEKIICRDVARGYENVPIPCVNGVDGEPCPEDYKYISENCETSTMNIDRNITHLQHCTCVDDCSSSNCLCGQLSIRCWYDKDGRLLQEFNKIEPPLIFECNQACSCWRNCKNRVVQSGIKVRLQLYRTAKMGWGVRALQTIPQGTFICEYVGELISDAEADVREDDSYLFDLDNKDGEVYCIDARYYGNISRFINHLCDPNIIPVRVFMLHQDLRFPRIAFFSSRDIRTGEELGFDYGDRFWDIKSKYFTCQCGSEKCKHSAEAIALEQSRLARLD
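Using a bead-based AlphaScreen, monomethylated H3K9 product from 2 h room-temperature reactions (G9a 20 nM, peptide 500 nM, SAM 20 uM) was detected with 0.5 ug/mL rabbit anti-H3K9me1 antibody.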
Pol kappa inh: qHTS for Inhibitors of Polymerase Kappa; DNA polymerase kappa (Homo sapiens), Q9UBT6; purified Pol kappa, fluorescent DNA synthesis assay, 10 min; Potency, µM (highest dose often 107 µM), for inactives: at the top dose activity, negative = inhibition, usual class: inhibitors; actives 0.53% (n = 400,000); AID 588579, 2011; note: % is set by controls: 0 for no effect and ±100 for the full control effect
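Fluorescent qHTS in 1536-well format: enzyme (10 nM) and compound sat 15 min at room temperature before 50 nM substrate (final) was added. Signal taken at 0 and 10 min; no-enzyme buffer wells were negative controls.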
Apoferritin bind: qHTS Assay for Identification of Novel General Anesthetics; actives 0.074% (n = 350,000); Ferritin light chain (Equus caballus), P02791; apoferritin/1-aminoanthracene competitive binding, fluorescence; Potency, µM (highest dose often 77.5 µM), inactives show at the highest dose activity change, negative = displacement, usual class: inhibitors; AID 485281, 2010; note: % is set by controls: 0 for no effect and ±100 for the full control effect; nearly all actives have a fitted effect of over 20% in size
Target sequence (P02791 2-175 limits assumed): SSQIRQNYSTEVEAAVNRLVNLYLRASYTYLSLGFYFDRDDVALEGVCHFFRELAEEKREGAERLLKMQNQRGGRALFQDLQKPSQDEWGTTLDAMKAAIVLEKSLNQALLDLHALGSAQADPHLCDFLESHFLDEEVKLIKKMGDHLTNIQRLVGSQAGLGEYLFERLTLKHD
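Steps: apoferritin (10 uM) was premixed with half-saturated 1-AMA in PBS, compounds were pin-transferred, plates stood 10 min at room temperature, fluorescence was read at 380/535 nm, and curves were fitted with a Hill equation.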
BAZ2B block: qHTS Assay for Inhibitors of BAZ2B; Potency, µM (doses to about 114 µM), without a hit: at the top dose activity change, negative = inhibition, most hits filed as inhibitors; actives 4.4% (n = 360,000); Bromodomain adjacent to zinc finger domain protein 2B (Homo sapiens), Q9UIF8; AlphaScreen BAZ2B-H3K14Ac peptide displacement; note: % is set by controls: 0 for no effect and ±100 for the full control effect; nearly all actives have a fitted effect of over 60% in size
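AlphaScreen displacement: compounds (up to 110uM) incubated 30 min at room temperature with a preformed 50 nM BAZ2B/50 nM biotinylated H3K14Ac peptide complex in PBS pH 7.4 with Tween-20. Donor and acceptor beads at 10 ug/mL final added, 20 min light-protected before reading.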
BLM helicase inh: qHTS Assay for Inhibitors of Bloom's syndrome helicase (BLM); RecQ-like DNA helicase BLM (Homo sapiens), P54132; recombinant BLM DNA unwinding, fluorescence dequenching; Potency, µM (top dose mostly 56.1 µM), for the others: top-dose activity change, negative = inhibition, actives largely listed as inhibitors; actives 0.2% (n = 350,000);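 note: plate controls were vehicle for no effect and no enzyme for full effect; nearly all actives have a fitted effect of over 35% in size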
Pol eta inh: qHTS for Inhibitors of Polymerase Eta; recombinant Pol eta, fluorescent DNA replication assay; AID 588591, 2011; actives 1.2% (n = 390,000); Potency, µM (titrated, usually from 114 µM), inactives show top-dose activity change, negative = inhibition, usual class: inhibitors; note: % is set by controls: 0 for no effect and ±100 for the full control effect
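Pol eta (10 nM) was preincubated with compounds for 15 min at room temperature, after which fluorescent replication substrate (50 nM final) was added to start the reaction. Fluorescence was read kinetically at 0 and 10 min.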
Pol iota inh: qHTS for Inhibitors of Polymerase Iota; Pol iota fluorescent replication assay, 10 min; actives 1% (n = 390,000); Potency, µM (doses to about 115 µM), without a hit: at the highest dose activity, negative = inhibition, most hits filed as inhibitors; DNA polymerase iota (Homo sapiens), Q9UNA4
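Fluorescent replication assay read twice, at 0 min and 10 min after adding 50 nM (final) substrate. Enzyme (10 nM) and compounds were first incubated 15 min at room temperature; enzyme-free buffer wells were negative controls.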
POLB inh: qHTS Assay for Inhibitors of DNA Polymerase Beta. actives 1.3% (n = 340,000). AID 485314, 2010. P06746. Pol beta primer extension/strand displacement, fluorescence kinetic. Potency, µM (doses to about 114 µM), without a hit: at the top dose activity change, negative = inhibition, usual class: inhibitors; note: % is set by controls: 0 for no effect and ±100 for the full control effect
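Human Pol beta at 10 nM; strand-displacement substrate 50 nM final. Compound exposure 15 min at room temperature before start, reaction 10 min at room temperature.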
APEX1 inh: qHTS Assay for Inhibitors of the Human Apurinic/apyrimidinic Endonuclease 1 (APE1); DNA repair nuclease/redox regulator APEX1 (Homo sapiens), P27695; actives 0.35% (n = 350,000); Potency, µM (series often up to 65.8 µM), for inactives: top-dose activity change, negative = inhibition, usual class: inhibitors; recombinant APE1, TAMRA/BHQ-2 abasic DNA cleavage fluorescence;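 note: plate controls were vehicle for no effect and reference inhibitor for full effect; nearly all actives have a fitted effect of over 55% in size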
Target sequence (P27695 whole entry, looked up): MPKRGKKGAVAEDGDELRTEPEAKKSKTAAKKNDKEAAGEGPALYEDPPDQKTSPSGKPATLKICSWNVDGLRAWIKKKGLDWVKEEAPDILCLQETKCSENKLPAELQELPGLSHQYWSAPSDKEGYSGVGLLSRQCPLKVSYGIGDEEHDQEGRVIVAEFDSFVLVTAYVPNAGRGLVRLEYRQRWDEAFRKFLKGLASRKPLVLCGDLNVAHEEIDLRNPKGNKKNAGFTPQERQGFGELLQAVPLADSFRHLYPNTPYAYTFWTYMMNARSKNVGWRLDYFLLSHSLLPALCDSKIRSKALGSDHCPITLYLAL
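Enzyme (0.75 nM final) and test compound are incubated 15 min at room temperature before adding 50 nM quenched THF abasic-site duplex. Cleavage dequenches TAMRA, followed at 525/598 nm over three reads one minute apart.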
* = called active by the depositor; u = inconclusive; x = not tested or not shown; [ ] = remark or other dose. Calls come from the whole dose curve; as a rule, active = well fitted curve in the direction sought with a large enough effect; inconclusive = small, poorly fitted or top-dose-only effect, or another doubt; inactive = no such curve, though single readings can be large; an effect the other way counts as inactive or inconclusive. Potency is the fitted concentration of half-maximal effect. Only part of the results is shown; count on the stated rates, not on these rows.

Order of values: G9a inh	Pol kappa inh	Apoferritin bind	BAZ2B block	BLM helicase inh	Pol eta inh	Pol iota inh	POLB inh	APEX1 inh
1. CCn1c(SCc2ccc(OC)c(F)c2)nc2ccccc2c1=O
    93%[activator]	-1%	-9%	33%	-4%	-25%	87%[activator]	85%	-9%
2. Cc1cc(=O)oc2c(C)c(OCC(=O)NCc3ccccn3)ccc12
    u	5%	-6%	-3%	0%	-16%	11%	12%	20%
3. NS(=O)(=O)c1ccc(NC(=O)c2ccccc2C(=O)N2CCCCC2)cc1
    -7%[59 µM]	-12%	-19%	1%	1%	-9%	6%	-24%	-1%
4. Cc1ccc2[nH]c(=O)c(CN(Cc3ccccc3)Cc3nnnn3C3CCCC3)cc2c1
    -43%[12.7 µM]	-1%	u	u	-6%	-9%	-10%	-1%	15%
5. CSc1nc2c(c(=O)[nH]c(=O)n2C)n1Cc1ccccc1Cl
    x	-19%	-13%	-3%	0%	-4%	1%	52%	14%
6. COC(=O)c1ccccc1NC(=O)Nc1cccs1
    u	-2%	-12%	10%	0%	1%	-7%	1%	7%
7. Cc1ccccc1C(=O)OCC(=O)N(C)c1ccccc1
    10%	5%	-9%	12%	-9%	-18%	19%	1%	2%
8. CCOc1cccc(C(=O)Nc2ccc(NC(=O)c3cc4ccccc4o3)c(OC)c2)c1
    45%	-7%	3%	2%	-5%	3%	127%[activator]	0%	11%
9. CCOc1ccccc1N(C)C(=O)CCS(=O)(=O)c1ccc2c(c1)NC(=O)CO2
    -12%	0%	-18%	-28%	2%	-16%	-8%	-12%	16%
10. CC1CN(S(=O)(=O)c2cccc(C(=O)OCC(=O)c3cccs3)c2)CC(C)O1 (configuration not stated)
    -12%[59 µM]	-11%	u	0%	-3%	u	-13%	-2%	u
11. CC(C)C(=O)NNC(=O)C1CC1(c1ccccc1)c1ccccc1 (configuration not stated)
    17%	-11%	0%	4%	-1%	-3%	113%[activator]	8%	6%
12. O=C1OC(OC(=O)c2ccccc2Br)C(N2CCOCC2)=C1Cl (configuration not stated)
    26%[59 µM]	-3%	-5%	-4%	-4%	-4%	-23%	21%	16%
13. CCOc1cc(C2NC(=O)c3c(sc4c3CCN(C)C4)N2)ccc1OC(=O)c1ccc(F)cc1 (configuration not stated)
    -30%[59 µM]	-9%	-7%	-1%	-6%	x	41%[activator]	-9%	x
14. CN1CCN(CC(O)COc2ccccc2)CC1 (configuration not stated)
    x	-1%	-11%	-7%	-2%	-16%	29%	36%	-7%
15. COc1ccc(CCNS(=O)(=O)c2cccc(S(=O)(=O)N3CCCC3)c2)cc1OC
    25%	-12%	-22%	11%	-5%	-21%	9%	18%	-3%

2 entries picked at random from those above:
Order of values: G9a inh	Pol kappa inh	Apoferritin bind	BAZ2B block	BLM helicase inh	Pol eta inh	Pol iota inh	POLB inh	APEX1 inh
14. CN1CCN(CC(O)COc2ccccc2)CC1 (configuration not stated)
    x	-1%	-11%	-7%	-2%	-16%	29%	36%	-7%
11. CC(C)C(=O)NNC(=O)C1CC1(c1ccccc1)c1ccccc1 (configuration not stated)
    17%	-11%	0%	4%	-1%	-3%	113%[activator]	8%	6%

The main list resumes; the five compounds before the break are reprinted first.
Order of values: G9a inh	Pol kappa inh	Apoferritin bind	BAZ2B block	BLM helicase inh	Pol eta inh	Pol iota inh	POLB inh	APEX1 inh
11. CC(C)C(=O)NNC(=O)C1CC1(c1ccccc1)c1ccccc1 (configuration not stated)
    17%	-11%	0%	4%	-1%	-3%	113%[activator]	8%	6%
12. O=C1OC(OC(=O)c2ccccc2Br)C(N2CCOCC2)=C1Cl (configuration not stated)
    26%[59 µM]	-3%	-5%	-4%	-4%	-4%	-23%	21%	16%
13. CCOc1cc(C2NC(=O)c3c(sc4c3CCN(C)C4)N2)ccc1OC(=O)c1ccc(F)cc1 (configuration not stated)
    -30%[59 µM]	-9%	-7%	-1%	-6%	x	41%[activator]	-9%	x
14. CN1CCN(CC(O)COc2ccccc2)CC1 (configuration not stated)
    x	-1%	-11%	-7%	-2%	-16%	29%	36%	-7%
15. COc1ccc(CCNS(=O)(=O)c2cccc(S(=O)(=O)N3CCCC3)c2)cc1OC
    25%	-12%	-22%	11%	-5%	-21%	9%	18%	-3%
16. O=C(CCCSc1nc2ccccc2[nH]1)NCc1ccc(Cl)cc1
    10µM*	3%	-6%	-2%	-1%	-20%	-11%	32%	-4%
17. COC(=O)c1cccc(NC(=O)CSc2ncn[nH]2)c1
    -6%[12.7 µM]	-4%	5%	0%	0%	-14%	-12%	u	4%
18. CCN(CC)/C(=N\S(=O)(=O)c1ccccc1C)c1ccccc1
    x	4%	5%	-17%	4%	-13%	5%	9%	-2%
19. Cc1c(C(=O)OCc2nnc(-c3ccccc3)o2)oc2ccccc12
    x	-21%	x	x	x	-6%	-3%	x	1%
20. C[C@H](CO)N1C[C@H](C)[C@@H](CN(C)CC2CCCCC2)Oc2c(NS(=O)(=O)c3ccccc3)cccc2C1=O
    x	-9%	x	x	x	-12%	1%	x	11%
21. O=C(Cn1nnc(-c2ccccc2Cl)n1)Nc1cccc(S(=O)(=O)N2CCCC2)c1
    x	1%	x	x	x	-21%	-20%	x	3%
22. N#Cc1ccsc1NC(=O)COC(=O)c1ccc2ccccc2c1
    6%[59 µM]	-7%	u	-16%	-13%	u	-10%	0%	-9%
23. O=[N+]([O-])/C(C(Cl)=C(Cl)Cl)=C(/NC1CC1)Sc1ccccc1
    40µM*	-9%	-11%	-24%	-2%	-23%	u	12%	-2%
24. COc1ccccc1NC(=O)C/C(N)=N/O
    -8%[59 µM]	-5%	1%	11%	-2%	-5%	28%	1%	12%
25. CC(=O)c1ccc(Sc2nnc(C)s2)c([N+](=O)[O-])c1
    -4%	-10%	-19%	-5%	-4%	-19%	8%	-10%	3%
26. O=C1/C(=C/c2ccc(Cl)cc2)NC(=S)N1Cc1cccnc1
    x	5%	-13%	-5%	-3%	-14%	18%	33%	-3%
27. CCOc1ccc(N2CCn3c2nc2c3c(=O)n(CCc3ccccc3)c(=O)n2C)cc1
    6%[12.7 µM]	x	5%	-4%	-1%	x	x	u	-2%

Along the list, as entered above.
Entries 16–21 in Pol iota inh, in turn: -11%, -12%, 5%, -3%, 1%, -20%
Entries 16–21 in Pol eta inh, in turn: -20%, -14%, -13%, -6%, -12%, -21%

Screening data (PubChem)
